Assay outcomes from PubChem BioAssay.
RGS4 act: RGS4 potentiators or activators, primary screen, cell-based, HEK293 M3R inducible RGS4, calcium flux. carbachol calcium flux Fluo4; active compounds read low. B-score at 10 µM. 0.92% of 310,000 active;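 active = B-score of the integrated calcium signal more than 4 SD below the library mean, with starting fluorescence not abnormally high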;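 also: negative B-score means reduced calcium response which marks RGS4 activation or potentiation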
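Material: Inducible-RGS4 HEK293 cells carrying M3 receptor; also added: carbachol at ECmax as muscarinic agonist stimulus; incubation: compound preincubation 20 min at room temperature before agonist; signal: Fluo4-AM (2 µM) calcium-flux fluorescence, kinetic read; measure: integrated calcium ratio converted to B score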
TMEM16A inh: TMEM16A chloride channel inhibitors, primary screen, cell-based, HTS; HEK293 TMEM16A/YFP iodide influx fluorescence, ionomycin; normalized B-score (activity score, 25-100; higher = stronger inhibition) at 10 µM; 1.2% of 310,000 active; Anoctamin-1 (Mus musculus), Q8BHY3;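 active = ratio plate-corrected score three or more library SD toward inhibition, starting fluorescence score within five deviations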;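 also: score derived from kinetic fluorescence span divided by baseline fluorescence per well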
Target sequence (Q8BHY3 whole entry, looked up): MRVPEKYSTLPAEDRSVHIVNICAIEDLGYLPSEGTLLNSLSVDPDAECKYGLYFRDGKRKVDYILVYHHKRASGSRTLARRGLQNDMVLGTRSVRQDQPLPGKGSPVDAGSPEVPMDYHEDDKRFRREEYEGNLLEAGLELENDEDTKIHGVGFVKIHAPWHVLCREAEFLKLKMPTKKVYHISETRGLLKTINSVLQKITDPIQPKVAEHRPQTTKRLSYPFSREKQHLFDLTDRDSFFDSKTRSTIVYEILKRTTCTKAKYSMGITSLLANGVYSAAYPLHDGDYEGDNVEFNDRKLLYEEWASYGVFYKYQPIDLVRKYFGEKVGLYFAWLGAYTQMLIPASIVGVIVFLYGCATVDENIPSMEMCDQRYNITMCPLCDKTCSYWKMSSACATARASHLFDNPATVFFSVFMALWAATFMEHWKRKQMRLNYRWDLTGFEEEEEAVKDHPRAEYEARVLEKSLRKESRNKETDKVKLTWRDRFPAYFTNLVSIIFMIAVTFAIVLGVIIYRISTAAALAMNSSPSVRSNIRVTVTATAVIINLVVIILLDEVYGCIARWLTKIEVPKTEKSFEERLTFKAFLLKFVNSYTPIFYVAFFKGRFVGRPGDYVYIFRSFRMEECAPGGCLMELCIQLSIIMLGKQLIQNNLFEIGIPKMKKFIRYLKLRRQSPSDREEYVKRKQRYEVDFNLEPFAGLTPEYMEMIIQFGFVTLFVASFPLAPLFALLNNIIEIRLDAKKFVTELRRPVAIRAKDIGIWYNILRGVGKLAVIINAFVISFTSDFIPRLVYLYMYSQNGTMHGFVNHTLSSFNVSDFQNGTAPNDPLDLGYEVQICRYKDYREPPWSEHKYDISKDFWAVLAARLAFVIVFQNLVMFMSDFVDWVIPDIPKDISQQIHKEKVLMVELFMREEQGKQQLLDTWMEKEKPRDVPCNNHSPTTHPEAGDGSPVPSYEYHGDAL
MrgX1 agonist: agonists of human MrgX1 receptor, primary screen, HEK293 cells, Fluo-4 calcium flux | Mas-related G-protein coupled receptor member X1 (Homo sapiens), Q96LB2 | Fluo-4 calcium fluorescence, agonist mode; active compounds read high | B-score at 10 µM | 0.44% of 310,000 active | AID 588627, 2011;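 active = calcium response B-score plate-corrected fluorescence ratio at least 3 library SD, with starting fluorescence B-score inside 5 SD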
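Material: MrgX1-expressing HEK293 cells; input: 15,000 cells per well; doses: test compound given as first of three sequential additions; schedule: overnight plating before 1 h dye loading; technique: Fluo-4 NW calcium-flux fluorescence, kinetic read; evaluation: baseline-normalised fluorescence change ratio, B-scored; control set: plate-wise positive and negative controls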
MrgX1 PAM: positive allosteric modulators of MrgX1, primary screen, HEK293 cells, Fluo-4 calcium flux. Mas-related G-protein coupled receptor member X1 (Homo sapiens), Q96LB2. FDSS; active compounds read high. AID 588675, 2011. 0.63% of 310,000 active. B-score at 10 µM;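 active = plate-corrected calcium response at least 3 library SD above typical, normal starting fluorescence, not activating the receptor alone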;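 also: compound read alongside a low EC10 to EC30 dose of BAM8-22 agonist; peak minus trough fluorescence over baseline measured at the second addition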
SKKanGAS inh: S. pyogenes SKKanGAS growth inhibitors in kanamycin, primary screen, streptokinase expression inhibitor project, SKKanGAS strain, BacTiter-Glo luminescence; 6 h; inhibition, % at 7.5 µM; 1.3% of 300,000 active; AID 1662, 2009;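 active = mean replicate score, as percent of positive control median, at least 50; inconclusive = mean below 50 but one replicate at or above 50; inactive = mean and every replicate below 50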;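 also: strain carries kanamycin resistance gene driven by streptokinase promoter and grows in 40 µg/ml kanamycin; loss of luminescence reflects streptokinase promoter inhibition or plain growth inhibition; 0% = median of DMSO wells and 100% = positive control at its reference dose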
RGS4 inh: RGS4 inhibitors, primary screen, cell-based, HEK293 M3R inducible RGS4, calcium flux; Fluo-4 calcium flux; active compounds read high; triggered by carbachol at its EC20; 0.45% of 310,000 active; Regulator of G-protein signaling 4 (Homo sapiens), P49798; AID 463165, 2010; B-score at 10 µM;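 active = B-score, a plate-corrected calcium signal, over three deviations above library mean, with baseline fluorescence within five deviations of library mean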;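 also: RGS4 expression induced by doxycycline in cells with stable M3 receptor; B-score is computed from the integrated fluorescence ratio over baseline after carbachol; higher B-score means a larger calcium signal and so more RGS4 inhibition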
TRPC6 activator: mouse TRPC6 channel activators, primary screen, cell-based, HEK293, membrane potential dye | Short transient receptor potential channel 6 (Mus musculus), Q61143 | HEK293-TRPC6 membrane potential dye fluorescence; active compounds read high | B-score at 10 µM | 0.13% of 310,000 active;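 active = B-score of the integrated fluorescence ratio above library mean plus 3 SD, and starting fluorescence ratio within library mean plus 5 SD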;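 also: higher score means more depolarization so channel activation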
HDAC3 inhib: HDAC3 deacetylase inhibitors, primary screen, biochemical, fluorescence, cell-free homogeneous; Histone deacetylase 3 (Homo sapiens), O15379; recombinant HDAC3, fluorogenic peptide/trypsin coupled; inhibition, % at 8.3 µM; AID 2718, 2010; 0.15% of 320,000 active; in the data active = inhibition above about 26%, passing the limit was not always enough; inconclusive = no clear call, values can overlap the other calls
TMEM16A act: TMEM16A chloride channel activators or potentiators, primary screen, cell-based, HTS; HEK293 TMEM16A/YFP-H148Q/I152L, iodide quench fluorescence; active compounds read low; B-score at 10 µM; AID 623877, 2012; 0.3% of 340,000 active;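 active = fluorescence-ratio B-score plate-corrected deviation score at least 3 library SD below zero, with starting fluorescence score within 5 deviations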;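 also: channel opened by trigger with iodide after compound preincubation; score built on the fluorescence ratio of max minus min over baseline; more negative score means more quench and so TMEM16A activation or potentiation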
MrgX1 antagonist: antagonists of human MrgX1 receptor, primary screen, HEK293 cells, Fluo-4 calcium flux; Mas-related G-protein coupled receptor member X1 (Homo sapiens), Q96LB2; BAM8-22 antagonism; active compounds read low; B-score at 10 µM; 1.3% of 310,000 active;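 active = calcium-response B-score plate-corrected more than 3 library SD below zero, starting fluorescence within 5 deviations, no agonist response on first addition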;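 also: peak minus trough fluorescence over baseline after final BAM8-22 challenge near maximal dose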
TRPC6 inhibitor: mouse TRPC6 channel inhibitors, primary screen, cell-based, HEK293, membrane potential dye; Short transient receptor potential channel 6 (Mus musculus), Q61143; ACh-evoked depolarization; active compounds read low; B-score at 10 µM; 1.1% of 310,000 active;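 active = B-score under library mean minus 3 SD, initial fluorescence not abnormally high, positive integrated signal ratio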;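 also: B-score derived from integrated fluorescence ratio over the kinetic read; more negative B-score means stronger inhibition of depolarization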
An asterisk follows results filed as active; i = inactive; ? = inconclusive; . = not tested or not shown.

SMILES	RGS4 act	TMEM16A inh	MrgX1 agonist	MrgX1 PAM	SKKanGAS inh	RGS4 inh	TRPC6 activator	HDAC3 inhib	TMEM16A act	MrgX1 antagonist	TRPC6 inhibitor
CCC(=O)Nc1cc(-c2nn(C)c(=O)c3ccccc23)ccc1N1CCCCC1	i	i	i	i	13	i	i	-1	i	i	i
CC1CCCCN1CC(=O)Nc1ccc(N2CCCCCC2)cc1 (stereo not drawn)	i	i	i	i	-18	i	i	1	i	i	-5.4*
COc1ccc(/C=C2/CCOC2=O)cc1	i	i	i	i	-7	i	i	4	i	i	i
O=C(O)C1CCCCC1C(=O)NCc1cn2ccccc2n1 (stereo not drawn)	i	i	i	i	-2	i	i	-5	i	i	i
O=C(NC1CCCC1)C1CC(=O)N(c2ccc(F)c(Cl)c2)C1 (stereo not drawn)	i	i	i	i	1	i	i	?	i	i	i
O=c1[nH]nc(SCCS(=O)(=O)c2ccc(F)cc2)n1-c1ccc2c(c1)OCCO2	i	i	i	i	-15	i	i	0	i	i	i
COc1cccc(C(=O)N(C)C(C)c2nc3ccccc3s2)c1 (stereo not drawn)	i	i	i	i	-10	i	i	-5	i	i	i
COCC(=O)Nc1ccc(OC)c(Cl)c1	i	i	i	i	-4	i	i	2	i	i	i
CCCCN(CC)CCNC(=O)C1CCCN(S(=O)(=O)c2cccc3nsnc23)C1 (stereo not drawn)	i	i	i	i	-1	i	i	4	i	i	i
CCC1CCCCN1CCCNC(=O)c1ccc2c(=O)n(Cc3ccc(OC)cc3)c(=O)[nH]c2c1 (stereo not drawn)	i	i	i	i	-2	i	i	5	i	i	i
Cc1ccc(CNC(=O)C(=O)NCCC2CCCCN2S(=O)(=O)c2ccc(C)cc2)cc1 (stereo not drawn)	i	i	i	i	-6	i	i	-9	i	i	i
O=C(O)c1ccc(C(=O)O)c(C(=O)c2ccccc2)c1	i	i	i	i	1	i	i	1	i	i	i
O=C1CCC(=O)N1c1ccc(NCc2ccccc2Cl)c([N+](=O)[O-])c1	i	i	i	i	3	i	i	-1	i	i	i
O=C1[C@@H]2C(c3cccnc3)=NO[C@@H]2C(=O)N1c1ccc2ccccc2c1	i	i	i	i	3	i	i	.	i	i	i
O=C(c1ccc2nc(Cc3cccc(Cl)c3)oc2c1)N1CCC[C@H]1CO	i	i	i	i	-2	i	i	.	i	i	i
O=C(CCSc1nc(-c2ccc3c(c2)OCO3)cc(C(F)(F)F)n1)NCc1ccccc1	i	i	i	i	3	i	i	-8	i	i	i
COc1cccc(N2CC(C(=O)Nc3nnc(SCc4cccnc4)s3)CC2=O)c1 (stereo not drawn)	i	i	i	i	-6	i	i	0	i	i	i
O=C(NCC(=O)N1CCN(c2ncc(C(F)(F)F)cc2Cl)CC1)c1ccc(Br)o1	i	i	i	i	28	i	i	5	i	i	i
COc1ccc(CCNc2cc(C)nc3c(-c4ccccc4)c(C)nn23)cc1OC	i	i	i	i	2	i	i	-3	i	i	i
CC(=O)C1=C(C)NC(SCC(N)=O)=C(C#N)C1c1cccs1 (stereo not drawn)	i	i	i	i	5	i	i	6	i	i	i
CC(=O)Nc1ccc(S(=O)(=O)NCc2ccncc2)cc1	i	i	i	i	-5	i	i	-4	i	i	i
C=CC(C)(C)c1cc2cc3ccoc3cc2oc1=O	i	i	i	i	19	i	i	-6	i	i	i
Nc1nc(N)c2[nH]cnc2n1	i	i	i	i	2	i	i	4	.	i	i
CCN(C(=O)COC(=O)c1ccc(Br)o1)C1CCCCC1	i	i	i	i	-2	i	i	12	i	i	i
Cc1cc(C(=O)NC(Cc2c[nH]c3ccccc23)C(=O)O)c(C)o1 (stereo not drawn)	i	i	i	i	1	i	i	10	i	i	i
(cont.)
SMILES	RGS4 act	TMEM16A inh	MrgX1 agonist	MrgX1 PAM	SKKanGAS inh	RGS4 inh	TRPC6 activator	HDAC3 inhib	TMEM16A act	MrgX1 antagonist	TRPC6 inhibitor
CSc1ccccc1NC(=O)CN(C)C(C)C(=O)Nc1ccc(C#N)cc1 (stereo not drawn)	i	i	i	i	1	i	i	3	i	i	i
CN1C(N)=NC(=O)/C1=C/c1ccc(OC(F)(F)F)cc1	i	i	i	i	6	i	i	-1	i	i	i
CC1(c2ccccc2)NC(=O)N(CC(=O)Nc2ccccc2N2CCCCC2)C1=O (stereo not drawn)	i	i	i	i	1	i	i	-3	i	i	i
CN(C)S(=O)(=O)c1ccc(C(=O)Nc2ccc3c(c2)CCC3)cc1	i	i	i	i	-4	i	i	2	i	i	i
O=C(Cc1ccc(F)cc1)NC1CCS(=O)(=O)C1 (stereo not drawn)	i	i	i	i	-1	i	i	4	i	i	i
CCOc1ccc(NCC(=O)Nc2ccc(Cl)cc2C)cc1	i	i	i	i	2	i	i	-2	i	i	i
Cc1ccccc1CSc1nc(-c2ccccc2)cc(=O)[nH]1	i	i	i	i	0	i	i	0	i	i	i
NCCCC[C@@H]1NC(=O)[C@H](CCC(=O)O)NC(=O)c2cc([N+](=O)[O-])cc(I)c2SC[C@@H](C(=O)NCC(N)=O)NC1=O	i	i	i	i	1	i	i	-2	i	i	i
O=C(Nc1ccc(Cl)cc1)Nc1cccnc1	i	i	i	i	-4	i	i	2	i	i	i
O=C(Cn1nnc2ccccc21)Nc1ccc(Cl)cn1	i	i	i	i	-7	i	i	4	i	i	i
O=C(Nc1ccc2nc3n(c(=O)c2c1)CCCCC3)C(=O)N1CCN(c2ccccc2F)CC1	i	i	i	i	-2	i	i	-1	i	i	i
C=CCn1c(=NC(=O)c2ccccc2[N+](=O)[O-])sc2cc(S(C)(=O)=O)ccc21	i	i	i	i	14	i	i	2	i	i	i
CN(C)C(CNc1ncnc2ccccc12)c1c(F)cccc1Cl (stereo not drawn)	i	i	i	i	-4	i	i	-3	i	i	i
Cc1ccnc(Nc2nc(-c3ccc(O)cc3)cs2)c1	i	i	i	i	-2	i	i	5	i	i	i
c1ccc(CSc2ncnc3ccccc23)cc1	i	i	i	i	27	i	i	10	i	i	i
COc1cc(/C=C(\C#N)C(=O)c2c[nH]c3ccccc23)cc(OC)c1O	i	i	70*	i	2	i	24*	4	i	i	i
COc1ccccc1N=C(C)C1=C(O)CC(c2ccccc2)CC1=O (stereo not drawn)	i	i	i	i	-2	i	i	4	i	i	i
COc1ccccc1C(=O)N/C(=C\c1ccccc1)C(=O)NC(Cc1ccccc1)C(=O)O (stereo not drawn)	i	i	i	i	8	i	i	0	i	i	i
COc1cc(SC)ccc1C(=O)NCCOc1c(C)cc(C)cc1C	i	i	i	i	5	i	i	3	i	i	i
CC(C)(C)n1cnc2cc(NC(=O)c3cccs3)ccc21	i	i	i	i	13	i	i	4	i	i	i
CCc1ccc2c(c1)C(=O)C[C@]1(CCC[C@H](C)C1)O2	i	i	i	i	0	i	i	-5	i	i	i
N#C/C(=C\c1cccc(O)c1)C(=O)N1CCCCC1	i	i	i	i	-2	6.3*	i	-2	i	i	i
Cc1cc(C)n(CCC(=O)N/N=C/c2ccc(O)cc2O)n1	i	i	i	i	4	i	i	.	i	i	i
CN(C)/C=C1\NC(=S)N(c2ccc(Cl)cc2)C1=O	i	i	i	i	2	i	i	6	i	i	i
O=C(NCCc1c[nH]c2ccccc12)/C(=C\c1cccnc1)NC(=O)c1cccs1	i	i	i	i	2	i	i	2	i	i	i
Next part:
SMILES	RGS4 act	TMEM16A inh	MrgX1 agonist	MrgX1 PAM	SKKanGAS inh	RGS4 inh	TRPC6 activator	HDAC3 inhib	TMEM16A act	MrgX1 antagonist	TRPC6 inhibitor
NC(=O)c1ccc(NC(=O)CSc2nncn2-c2ccccc2)cc1	i	i	i	i	-1	i	i	-4	i	i	i
Cc1c(C(=O)N2CCN(Cc3ccc4c(c3)OCO4)CC2)sc2ncnc(N3CCN(c4ccccc4)CC3)c12	i	i	i	i	19	i	i	0	i	-10*	i
Cc1c(N=Cc2ccncc2)c(=O)n(-c2ccccc2)n1C	i	i	i	i	-6	i	i	3	i	i	i
CCOc1ccccc1NC(=O)C(OC(=O)c1ccc(O)cc1)c1ccccc1 (stereo not drawn)	i	25*	i	i	26	i	i	5	i	i	i
CN(C)CC1CCCCC1OC(=O)/C=C/c1ccccc1 (stereo not drawn)	i	i	i	i	7	i	i	-4	i	i	i
Cc1ccc(C)c(NC(=O)C(OC(=O)c2cnc(C)cn2)c2ccccc2)c1 (stereo not drawn)	i	i	i	i	7	i	i	-1	i	i	i
O=C(CCn1nnc2ccccc21)N1CCN(c2ccccc2)CC1	i	i	i	i	9	i	i	3	i	i	i
O=C(NC1CCCC1)[C@@H]1CSC2c3ccccc3C(=O)N21 (stereo partly drawn)	i	i	i	i	-1	i	i	-10	i	i	i
Cc1oc(-c2cccc(Cl)c2)nc1CSc1nc2c(c(=O)[nH]1)CCC2	i	i	i	i	0	i	i	3	i	i	i
Cc1ccccc1C(=O)N1CCN(c2ccc(NC(=O)c3cccnc3Cl)cc2)CC1	i	i	i	i	-8	i	i	-6	i	i	i
COc1ccccc1CN1CCNC(=O)C1CC(=O)NCc1csc(C)n1 (stereo not drawn)	i	i	i	i	1	i	i	-5	i	i	i
Clc1ccc(-n2nnnc2CN2CCCCC2)cc1Cl	i	i	i	i	2	i	i	3	i	i	i
O=C(CCN1C(=O)c2cccc3cccc(c23)C1=O)NCc1cccnc1	i	i	i	i	-3	i	i	-11	i	i	i
Nc1nc(Nc2cccc(Cl)c2)n[nH]1	i	i	i	i	6	i	i	0	i	i	i
CC1CCC2(CC1)NC(=O)N(CC(=O)N1CCN(S(=O)(=O)c3ccccc3)CC1)C2=O (stereo not drawn)	i	i	i	i	-4	i	i	-6	i	i	i
